Screening results as filed in PubChem BioAssay.
ROC1-CUL1 inh: human ROC1-CUL1 E3 ligase inhibition | hit rate 0.6% among 140,000 | in vitro K48 di-Ub FRET, acceptor:donor ratio, 45 min | inhibition, % at 10 µM | P62877+Q13616; in the data active = inhibition above about 25%
Target sequence (P62877 whole entry, looked up): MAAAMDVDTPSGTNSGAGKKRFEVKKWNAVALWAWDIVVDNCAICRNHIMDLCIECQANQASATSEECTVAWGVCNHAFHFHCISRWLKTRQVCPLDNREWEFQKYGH
Target sequence (Q13616 whole entry, looked up): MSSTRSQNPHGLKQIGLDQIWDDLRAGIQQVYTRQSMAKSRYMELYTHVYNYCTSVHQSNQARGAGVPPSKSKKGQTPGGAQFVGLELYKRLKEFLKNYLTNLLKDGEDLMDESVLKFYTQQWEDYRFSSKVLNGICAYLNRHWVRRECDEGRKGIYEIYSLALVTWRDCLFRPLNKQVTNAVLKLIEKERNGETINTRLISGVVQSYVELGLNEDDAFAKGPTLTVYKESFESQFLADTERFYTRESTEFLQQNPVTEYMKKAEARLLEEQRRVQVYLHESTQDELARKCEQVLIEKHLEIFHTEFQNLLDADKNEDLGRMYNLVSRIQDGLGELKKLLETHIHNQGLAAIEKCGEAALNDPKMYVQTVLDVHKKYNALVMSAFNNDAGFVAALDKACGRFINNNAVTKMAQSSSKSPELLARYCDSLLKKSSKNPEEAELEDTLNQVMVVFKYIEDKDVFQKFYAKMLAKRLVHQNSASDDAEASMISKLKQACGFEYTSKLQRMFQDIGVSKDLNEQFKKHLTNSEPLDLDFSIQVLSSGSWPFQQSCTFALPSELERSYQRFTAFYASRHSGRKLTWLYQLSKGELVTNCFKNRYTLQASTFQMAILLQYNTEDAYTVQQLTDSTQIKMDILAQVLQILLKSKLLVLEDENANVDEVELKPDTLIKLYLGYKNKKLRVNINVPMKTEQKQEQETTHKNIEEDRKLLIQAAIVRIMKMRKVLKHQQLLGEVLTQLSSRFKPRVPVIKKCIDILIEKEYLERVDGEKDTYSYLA
An asterisk follows results filed as active.

compound | ROC1-CUL1 inh
CCCc1ccc(S(=O)(=O)N2CCC(c3nnc(-c4cccc(C)c4)o3)CC2)cc1 | -5
CCN(CC)S(=O)(=O)c1ccc2c(c1)N(CC(=O)N1CCN(c3ccc(Cl)cc3)CC1)C(=O)CO2 | 1
O=[N+]([O-])c1ccc(N2CCC(O)CC2)nc1 | 5
Cn1c(=O)c2c(nc3n(-c4ccc(O)cc4)c(-c4ccc(Br)cc4)cn23)n(C)c1=O | -14
CCc1ccccc1NC(=O)C1CCN(S(=O)(=O)CC)CC1 | 3
COc1ccc(CCNC(=O)c2cc(-c3ccccc3)nc3ccccc23)cc1OC | 4
COc1ccc2c(Cl)c(C(=O)NNC(=O)c3ccc(NC(=O)c4ccccc4C)cc3)sc2c1 | 7
Oc1ccccc1-c1nc2c(cnn2C2CCCCC2)[nH]1 | 10
CCc1cc2c(N3CCN(Cc4ccc5c(c4)OCO5)CC3)ncnc2s1 | 6
COc1cc(-c2nnc(SCC(=O)N/N=C/c3ccccc3O)n2-c2ccccc2)cc(OC)c1OC | 6
O=C(CC(c1ccccc1)N1C(=O)c2ccccc2C1=O)Nc1cccc(Cl)c1 (configuration not stated) | -3
CC(=Nc1sc2c(c1C#N)CCCC2)c1ccc(C)cc1 | 0
COc1ccc(C2C(C(=O)c3ccc(C)cc3)C(=O)C(=O)N2c2cccc(C(F)(F)F)c2)cc1 (configuration not stated) | 2
CN(C)c1nc2n(c(=O)n1)C(C(N)=O)CS2 (configuration not stated) | 2
Cc1ccc(-c2nc3cc(C(C)C)ccc3o2)cc1NC(=O)c1cccs1 | -8
Cc1ccc(/C=N/n2c(C)cc(C)c(C#N)c2=O)c(C)c1 | 0
O=C(Nc1cccc(Cl)c1)C1CCN(c2nc3ccccc3nc2C(F)(F)F)CC1 | -13
COc1ccc(CCNC(=O)c2cn(C3CCCCC3)cc(C(=O)NC3CC3)c2=O)cc1 | 5
CCc1cccc(NC(=O)C(CC(C)C)NS(=O)(=O)c2ccc3c(c2)oc(=O)n3C)c1 (configuration not stated) | -1
Cc1cc(C)c(C)c(S(=O)(=O)NCC(=O)N2CC(C)OC(C)C2)c1C (configuration not stated) | 3
O=C1C(C2=NCCC2)C(c2ccc[nH]2)=NN1c1ccccc1 (configuration not stated) | -10
CCc1cc(=O)[nH]c(SCc2ccc(F)cc2)n1 | 8
CCOc1cc(C2Oc3nc(SC)nnc3-c3ccccc3N2C(=O)c2ccccc2)cc(Cl)c1OCc1ccccc1 (configuration not stated) | -6
Nc1nc2cc(N)c(N)cc2s1 | 93*
O=C(Cn1c(=O)sc2ccccc21)Nc1ccccc1Cl | 4
CC(O)c1cccc(NS(=O)(=O)c2ccccc2)c1 (configuration not stated) | 3
O=C(COc1ccccc1Br)NCCc1nc2ccccc2[nH]1 | -1
CCOc1ccc(NC(=O)CC2Nc3cccc4cccc(c34)NC2=O)cc1 (configuration not stated) | 6
Cc1ccc(CNC(=O)C2CCCCN2S(=O)(=O)c2ccc(F)cc2)cc1 (configuration not stated) | 6
CCOC(=O)c1[nH]c(C)c(CCC(=O)NCc2ccc(OC(C)C)cc2)c1C | -1
CCOc1cc(/C=C2\C(=O)NN(c3ccccc3)C2=O)cc(Cl)c1OCCOc1ccc(C)cc1C | 14
CCOc1ccc(N2CC(NC(=O)c3cc4ccccc4o3)CC2=O)cc1 (configuration not stated) | -5
COc1ccccc1N1CCN(c2nc(CNS(=O)(=O)c3ccccc3)nc3ccccc23)CC1 | 16
O=C(Cn1c(=O)oc2cc(S(=O)(=O)NCc3ccccc3)ccc21)NCc1ccc(Cl)cc1 | 7
CCN1C(=O)C(C=Nc2ccc3c(c2)-c2ccccc2C3)C(=O)N(CC)C1=O | -6
CN1CCN(C(CNC(=O)C(=O)Nc2ccc(F)cc2)c2cccnc2)CC1 (configuration not stated) | -4
O=C1Cc2cc(S(=O)(=O)N3CCN(c4ccccc4)CC3)ccc2N1 | 3
COc1ccc(OCC(=O)N2CCN(C(=O)c3cc(OC)c(OC)c(OC)c3)CC2)cc1 | -3
O=C(COc1ccc2oc3c(c2c1)CCCC3)Nc1ccccc1Cl | 8
CC(C)c1ccc2occ(CC(=O)Nc3cccc(C(F)(F)F)c3)c2c1 | -1
CC(=O)Nc1ccc(/C(C)=N/NC(=O)CSCc2ccccc2Cl)cc1 | -2
CC(C)(C)c1ccc(C(=O)CSc2nnc(-c3ccccc3)o2)cc1 | -1
CCN1CCN(c2oc(/C=C/c3cc(OC)c(OC)c(OC)c3)nc2C#N)CC1 | -8
N#Cc1cc(C(=O)c2ccccc2)n2c1ccc1ccccc12 | 3
CCn1c(=O)c2c(nc3n2CC(C)CN3c2ccc(OC)cc2)n(C)c1=O (configuration not stated) | 12
CC(C)(C)c1ccc(/C=C/C(=O)Nc2ncn[nH]2)cc1 | 0
COc1ccc(Cc2nc3c4cnn(-c5ccccc5F)c4ncn3n2)cc1 | -4
COc1cc(-c2nc3ncccn3c2Nc2ccc(C)cc2C)ccc1O | 2
CCOC(=O)c1cc(S(=O)(=O)N2CCN(c3ccc(F)cc3)CC2)[nH]n1 | 1
Cn1cnc(S(=O)(=O)N2CCC(C(=O)N3CCN(c4ccc(Cl)cc4)CC3)CC2)c1 | 1

Following part.
compound | ROC1-CUL1 inh
CN(Cc1cc2cc(F)ccc2[nH]1)Cc1cnc(S(C)(=O)=O)n1CC1CCCO1 (configuration not stated) | -6
CCN(CC)CCNC(=O)c1ccc2nc(CCc3ccccc3)oc2c1 | -5
Cc1occc1C(=O)Nc1nc2c(s1)CC(C)CC2 (configuration not stated) | 2
Cc1ccc(-c2cn3c(n2)sc2cc(C(=O)NC4CCCCCC4)ccc23)c(C)c1 | -9
O=C1NNC(c2ccccc2)C(=O)C1(Cl)Cl (configuration not stated) | -9
Cc1cccc(OCC(=O)Nc2cccc(C)c2C)c1 | 1
Cc1ccc2c(c1)c1c(n2C)-c2[nH]ncc2CC1 | -5
O=c1c(=Nc2ccccc2-c2nc3ccccc3[nH]2)c(=O)c2ccccc12 | -3
CC(C)c1ccc(S(=O)(=O)N2CCN(C(=O)C3CC3C)CC2)cc1 (configuration not stated) | 13
OCCNCc1cccc(Br)c1 | -3
CCN1CCN(S(=O)(=O)Cc2ccc(Cl)cc2Cl)CC1 | 9
O=C(c1ccc2c(c1)N(Cc1ccccc1F)C(=O)c1ccccc1S2(=O)=O)N1CCN(c2ccccn2)CC1 | -3
COc1ccc(S(=O)(=O)N(CC(=O)NCCSCc2ccccc2)c2ccc(C)cc2)cc1 | 0
CC1CCCCN1c1nc2ccccc2nc1Cl (configuration not stated) | 3
C=CCn1c(SCC(=O)Nc2scc(-c3ccccc3)c2C(=O)OCC)nc2sc3c(c2c1=O)CCC3 | -3
CCOc1ccccc1-c1nc(SCC(=O)c2ccc(OC)c(Br)c2)n[nH]1 | 13
COc1cc(NC(=O)c2ccc(NC(=O)C(C)C)cc2)c(OC)cc1Cl | 3
CCN(CC)C(=O)CN1C(=O)C2(Nc3ccccc3C(=O)N2c2cccc(C(F)(F)F)c2)c2ccccc21 (configuration not stated) | -2
COc1ccc(NC(=O)CCS(=O)(=O)c2cc3c(cc2C)NC(=O)CO3)cc1Cl | -9
Cc1nonc1CC(=O)N1CCC(N2CCC(C(=O)NC(C)C)CC2)CC1 | 1
Cc1cc(C)cc(C(=O)N2CCN(c3cc(Cl)ccc3C)CC2)c1 | -7
Cc1cccc(-c2nc3c(C#N)c[nH]n3c2NC2CCCCC2)c1 | -1
CN(CCc1cnn(C)c1)Cc1ccccc1OCC(O)CN1CCSCC1 (configuration not stated) | -6
CC(C)OC(=O)Nc1ccc2c(c1)N(C(=O)CCN1CCN(CCO)CC1)c1ccccc1CC2 | 6
CCCOC(=O)c1ccc(NC(=O)C2CC(=O)N(c3ccc(C)cc3)C2)cc1 (configuration not stated) | 3
CC1Cc2cc(C(=O)N3CCN(C)CC3)ccc2N1S(C)(=O)=O (configuration not stated) | 12
COc1cc(OC)c(NC(=O)c2ccc(C)cc2)cc1Cl | -7
Cc1ccc2ccc(C(Nc3ccccn3)c3ccccc3)c(O)c2n1 (configuration not stated) | 3
CCCCSc1nc2sc3c(c2c(=O)n1-c1ccc(OC)cc1)CCCC3 | -10
Cc1ccc(NC(=S)NC(NC(=O)c2ccccc2F)C(Cl)(Cl)Cl)cc1C (configuration not stated) | -9
Cc1ccc(NCc2n[nH]c(=S)n2-c2ccccc2)c(C)c1 | 13
COc1ccc(F)c(CN2CCc3c(C(=O)NCc4ccccc4OC)c(OC)cc(=O)n3CC2)c1 | 11
O=C(COc1ccccc1)Nc1ccccc1C(=O)OCc1cc(=O)n2nc(C3CC3)sc2n1 | 1
O=C(Nc1ccc(NC(=O)c2cccs2)cc1)c1ccc(Br)cc1 | 5
CCOc1ccc(S(=O)(=O)N(C)C)cc1C(C)(C)C | -8
COc1ccc(Cn2c(CO)cnc2SCc2ccccc2C)cc1 | 4
CCCCN(C(=O)c1cc(OC)c(OC)c(OC)c1)C1=CC2CCC(C1)N2C (configuration not stated) | -6
COc1ccc(NC(=O)Cn2c(C)cc3ccccc3c2=O)c(OC)c1 | 4
COc1ccc(-n2c(SCc3nc(-c4ccc(C)cc4)no3)nnc2-c2ccccc2)cc1 | -11
Cc1ccc(-n2ncc(C(=O)NCCCN3CCc4ccccc4C3)c2C2CCN(C(=O)OC(C)(C)C)CC2)c(C)c1 | -2

3 compounds out of the list above, ordered by the number in ROC1-CUL1 inh, low to high:
compound | ROC1-CUL1 inh
Cc1ccc(-n2ncc(C(=O)NCCCN3CCc4ccccc4C3)c2C2CCN(C(=O)OC(C)(C)C)CC2)c(C)c1 | -2
O=C(Nc1ccc(NC(=O)c2cccs2)cc1)c1ccc(Br)cc1 | 5
Cc1ccc(NCc2n[nH]c(=S)n2-c2ccccc2)c(C)c1 | 13

Next section.
compound | ROC1-CUL1 inh
COCCCNC(=O)Cn1c(=O)n(-c2ccc(C)c(C)c2)c(=O)c2c3c(sc21)CCCCC3 | 2
COc1ccc(NC(=O)C(c2ccccn2)N(C(=O)CNC(C)=O)c2ccc(OC)cc2)cc1 (configuration not stated) | 4
CCOc1ccc2c(c1)C(=C1SC(C(=O)OC)=C(C(=O)OC)S1)C(=S)C(C)(C)N2C(=O)c1cccc(OC)c1 | -3
CN=C(Nc1ccc(C)c(Cl)c1)SC1CC(=O)N(c2ccc(Br)cc2)C1=O (configuration not stated) | 5
CCOC(=O)/C(C#N)=C1\CCCN1CC(N)=S | 2
CCc1nc(C)cn1S(=O)(=O)c1cc(C)c(Cl)cc1Cl | 0
O=C(Nc1cccc2cccnc12)c1ccc(C(F)(F)F)cc1 | -8
Cc1ccc2nc(C)c3c(c2c1)COC3 | 3
COc1ccc(C(OC(=O)c2ccc(F)cc2)c2nccc3ccccc23)cc1 (configuration not stated) | -9
CCC(=O)c1cnc2c(=O)n(C)c(=O)n(C)c2n1 | -3
Cc1cccc(NC(=O)COc2cc(Cl)c(Cl)cc2Cl)c1 | -10
C=CCOc1c(CNCCCN2CCOCC2)cccc1OCC | -8
COc1ccc(NC(=O)CN(C)S(=O)(=O)c2ccc3c(c2)CCC(=O)N3)c(OC)c1 | 0
CCOC(=O)C1C(C)=NC2C3CCCCC3S(=O)(=O)C2C1c1cc(OC)c(OC)c(OC)c1 (configuration not stated) | 1
COC(=O)c1ccc(Oc2ccc3nncn3n2)cc1 | 4
CC1CCN(c2nc3ccc(C(=O)NCc4ccccc4Cl)cc3s2)CC1 | -2
COc1ccccc1NC(=O)CCS(=O)(=O)c1ccc2nc(C)sc2c1 | 7
Cc1cc2c(cc1S(=O)(=O)CCC(=O)NC1CCC(C)CC1)OCC(=O)N2 (configuration not stated) | 4
Cc1cccc(C)c1N=Cc1ccc[nH]1 | 10
Cc1ccc(N=CC2C(=O)CC(c3ccccc3Cl)CC2=O)cc1 (configuration not stated) | 10

Seven entries picked at random from the list so far:
compound | ROC1-CUL1 inh
Cc1cccc(NC(=O)COc2cc(Cl)c(Cl)cc2Cl)c1 | -10
COc1ccccc1NC(=O)CCS(=O)(=O)c1ccc2nc(C)sc2c1 | 7
COc1ccc(NC(=O)CN(C)S(=O)(=O)c2ccc3c(c2)CCC(=O)N3)c(OC)c1 | 0
Cc1cccc(C)c1N=Cc1ccc[nH]1 | 10
COC(=O)c1ccc(Oc2ccc3nncn3n2)cc1 | 4
Cc1ccc(N=CC2C(=O)CC(c3ccccc3Cl)CC2=O)cc1 (configuration not stated) | 10
CCOC(=O)C1C(C)=NC2C3CCCCC3S(=O)(=O)C2C1c1cc(OC)c(OC)c(OC)c1 (configuration not stated) | 1

Next section
compound | ROC1-CUL1 inh
N=C1/C(=C/c2ccc(-c3cc(Cl)cc(Cl)c3)o2)C(=O)N=C2SC(COc3ccccc3)=NN12 | 2
C=CCn1c(Cc2cccc3ccccc23)nc2ccccc21 | -2
Cc1ccc(CNc2ccc(-c3nc(-c4ccccn4)no3)cc2[N+](=O)[O-])cc1 | 2
N#CC(C#N)=C1CS(=O)(=O)c2ccccc21 | 10
NC(=O)c1ccc(N2CCN(c3cccc(Cl)c3)CC2)nc1 | 11
COc1ccccc1N1CCN(C(=O)c2c3c(nc4ccccc24)C(=O)N(C2CCCCC2)C3)CC1 | 2
Cc1nc(=S)c2c([nH]1)NC(=O)C(C)O2 (configuration not stated) | 1
CC(C)N(C(C)C)C1OC(=O)c2cccc3cccc1c23 (configuration not stated) | -5
CC1CCN(S(=O)(=O)c2cc(C(=O)NCc3ccccc3)n(C)c2)CC1 | -3
CC1=C(C(=O)N2CCOCC2)C(c2ccc(C)cc2)n2ncnc2N1 (configuration not stated) | 0
CN1C(=O)CC(=NC(=O)C2CC3CCC2C3)N(C)C1=O (configuration not stated) | 2
FC(F)(F)c1nc(-c2cccnc2)ncc1-c1nnnn1-c1ccccc1 | -3
Cc1ccc(OCCn2c(CCNC(=O)C3CCCCC3)nc3ccccc32)cc1 | -8

Only part of the results is shown (hit frequency here may not be typical).
